U2OS ROS induce = cancer cell ROS induction; 2% of 46,000 active; AID 624156; ROS induction (% of piperlongumine), % at 10 µM; U2OS ROS induction, H2DCF-DA fluorescence; in the data active = ROS induction above about 79%, passing the limit was not always enough;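 note: 0% = DMSO vehicle median and 100% = reference compound median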
Starred values were filed as active, the others as inactive.

SMILES | U2OS ROS induce
COC(=O)[C@@H]1OC(=O)C2OC23[C@@]1(C)CCC1[C@]2(C)C(C[C@@H](O)[C@]13C)C(C)(C)[C@H](OC(C)=O)C[C@@H]2OC(C)=O (stereo partly specified) | 7.6
C[C@@H]1CN([C@@H](C)CO)C(=O)Cc2cc(NC(=O)C3CC3)ccc2O[C@@H]1CN(C)Cc1ccc(C(=O)Nc2ccccc2N)cc1 | -5.5
C=CCNC(=O)c1ccc2c(c1)C1C3CCC(C3)C1C(c1ccccc1)N2 (stereo unspecified) | 14.7
Cc1noc(C)c1NC(=O)Nc1ccc2c(c1)C(=O)N([C@H](C)CO)C[C@H](C)[C@H](CN(C)CC1CCCCC1)OCCCC[C@@H](C)O2 | 14.7
COc1ccc(S(=O)(=O)NCc2cccnc2)c(C)c1C | -6.8
C[C@H]1CN([C@@H](C)CO)C(=O)c2cccc(NC(=O)C3CCOCC3)c2O[C@@H]1CN(C)C(=O)Nc1cccc2ccccc12 | -7.0
Cc1cc(NC(=O)c2ccc(COc3ccc(Cl)c(C)c3)o2)no1 | -2.2
CC1(C)CC(N(Cc2cccs2)C(=O)c2ccco2)CCO1 (stereo unspecified) | 31.4
Cc1sc2ncnc(SCC(=O)NCC3CCCO3)c2c1-c1ccc(Cl)cc1 (stereo unspecified) | -3.6
COc1ccc(NC(=O)CSc2nc3c(cc2C#N)CCCCC3)cc1 | 3.1
CC(C)NC(=O)N(C)C[C@H]1Oc2ccc(NC(=O)CCCCCC(=O)Nc3ccccc3N)cc2CC(=O)N([C@@H](C)CO)C[C@H]1C | -2.1
COc1ccc(S(=O)(=O)N(C)C[C@H]2Oc3ccc(NC(=O)NC(C)C)cc3C(=O)N([C@@H](C)CO)C[C@H]2C)cc1 | 1.8
COc1ccc(CN(C)C[C@@H]2Oc3ccc(NC(=O)NC4CCCCC4)cc3C(=O)N([C@H](C)CO)C[C@H]2C)cc1 | -0.6
Cc1ccc(S(=O)(=O)N(C)C[C@H]2Oc3c(NC(=O)Nc4ccc5c(c4)OCO5)cccc3C(=O)N([C@H](C)CO)C[C@@H]2C)cc1 | 5.0
COc1cccc(NC(=O)c2cnccc2C(F)(F)F)c1 | 15.6
CN1c2ccccc2-c2nc3ccccc3n2C1c1ccccc1 (stereo unspecified) | 10.9
Cc1noc(C)c1NC(=O)N(C)C[C@@H]1OCc2cnnn2CCCC(=O)N([C@@H](C)CO)C[C@@H]1C | -16.8
COc1ccccc1NC(=O)C1=C(C)Nc2ncnn2C1c1ccncc1 (stereo unspecified) | -6.8
Cc1sc(NC(=O)c2ccco2)c(C(c2cccnc2)N2CCCC2)c1C (stereo unspecified) | 46.6
CCn1cc(C(=O)NC2CCCC(C)C2C)c2cc(OC)c(OC)cc2c1=O (stereo unspecified) | -5.8
COc1ccccc1NC(=O)N(C)C[C@H]1OCc2cn(nn2)CCCC(=O)N([C@H](C)CO)C[C@H]1C | 0.5
COc1cccc(NC(=O)CN(c2cc(Cl)c(Cl)cc2Cl)S(C)(=O)=O)c1 | 24.4
C[C@@H]1CN([C@H](C)CO)C(=O)c2cccc(NC(=O)C3CCOCC3)c2O[C@@H]1CN(C)S(=O)(=O)c1cccs1 | -8.3
Cc1ccc(NC(=S)NCCN(C2CCCCC2)C2CCCC2)cc1 | 13.1
Clc1ccc2ncnc(NCc3ccc4c(c3)OCO4)c2c1 | 5.0

Taken from above:
COc1cccc(NC(=O)c2cnccc2C(F)(F)F)c1 in U2OS ROS induce is entered as 15.6
CC(C)NC(=O)N(C)C[C@H]1Oc2ccc(NC(=O)CCCCCC(=O)Nc3ccccc3N)cc2CC(=O)N([C@@H](C)CO)C[C@H]1C in U2OS ROS induce is entered as -2.1
CCn1cc(C(=O)NC2CCCC(C)C2C)c2cc(OC)c(OC)cc2c1=O (stereo unspecified) in U2OS ROS induce is entered as -5.8
Cc1noc(C)c1NC(=O)N(C)C[C@@H]1OCc2cnnn2CCCC(=O)N([C@@H](C)CO)C[C@@H]1C in U2OS ROS induce is entered as -16.8
C[C@H]1CN([C@@H](C)CO)C(=O)c2cccc(NC(=O)C3CCOCC3)c2O[C@@H]1CN(C)C(=O)Nc1cccc2ccccc12 in U2OS ROS induce is entered as -7.0

Next entries:
SMILES | U2OS ROS induce
CC1(C)NC(=O)N(CCCOc2ccccc2CO)C1=O | -7.7
COc1ccc(CN(C)C[C@@H]2Oc3ccc(NS(=O)(=O)c4cn(C)cn4)cc3CC(=O)N([C@H](C)CO)C[C@H]2C)cc1 | 94.8*
CNC[C@H]1Oc2c(NC(=O)Nc3ccccc3)cccc2C(=O)N([C@H](C)CO)C[C@H]1C | 0.2
CCc1cc2c(=O)n(CC(=O)Nc3ccccc3OC)cnc2s1 | -5.4
Cc1cccc(CN(C)C[C@@H]2Oc3ncc(-c4ccccc4)cc3C(=O)N([C@H](C)CO)C[C@@H]2C)c1 | 33.6
Cc1ccc(S(=O)(=O)N(C)C[C@@H]2Oc3ccc(NC(=O)NC4CCCCC4)cc3CC(=O)N([C@H](C)CO)C[C@@H]2C)cc1 | 6.8
Clc1cccc(Cl)c1CN(Cc1ccccc1)c1ncnc2nc[nH]c12 | -5.5
C[C@@H]1CN([C@@H](C)CO)C(=O)c2cc(NC(=O)Cc3cn(C)c4ccccc34)ccc2O[C@@H]1CN(C)C(=O)Nc1ccccc1 | 20.4
CCCCc1nc2sc3c(Cl)ncnc3c2c2c1COC(C)(C)C2 | 112.9*
CCOc1ccc(NC(=O)C(C)Sc2nnnn2-c2ccccc2)cc1 (stereo unspecified) | 9.6
C[C@@H]1CN([C@@H](C)CO)C(=O)CCCn2nncc2CO[C@@H]1CN(C)C(=O)Nc1cccc(F)c1 | 5.7
O=C(COc1ccccc1[N+](=O)[O-])Nc1ccc2oc(-c3cccc4ccccc34)nc2c1 | -13.4
Cc1ccc(S(=O)(=O)N(C)C[C@H]2Oc3c(NS(=O)(=O)c4ccccc4)cccc3C(=O)N([C@H](C)CO)C[C@H]2C)cc1 | 18.1
O=S(=O)(NCCO)c1cccc2cccnc12 | 1.3
C[C@@H]1CCCCO[C@@H](CN(C)C(=O)Nc2ccc3c(c2)OCO3)[C@@H](C)CN([C@H](C)CO)C(=O)c2cc(NS(C)(=O)=O)ccc2O1 | 7.8
FC(F)(F)Oc1ccccc1-c1nnc(-c2ccccc2Cl)o1 | 8.6
C[C@H]1CN([C@@H](C)CO)C(=O)c2cccc(NC(=O)Nc3ccc(C(F)(F)F)cc3)c2O[C@@H]1CN(C)C(=O)Nc1ccc2c(c1)OCO2 | -2.6
COc1ccc(CN(C)C[C@@H]2Oc3ccc(NC(=O)CCCCCC(=O)Nc4ccccc4N)cc3CC(=O)N([C@H](C)CO)C[C@H]2C)cc1 | -0.3
C[C@@H]1CCCCO[C@H](CN(C)S(C)(=O)=O)[C@@H](C)CN([C@H](C)CO)C(=O)c2cc(NC(=O)Cc3ccccc3)ccc2O1 | 5.2
CC(C)NC(=O)Nc1ccc2c(c1)C(=O)N([C@H](C)CO)C[C@H](C)[C@H](CN(C)C(=O)CCC(F)(F)F)OCCCC[C@@H](C)O2 | 4.2
C[C@@H]1CCCCO[C@H](CN(C)Cc2ccc3c(c2)OCO3)[C@@H](C)CN([C@H](C)CO)C(=O)c2cc(NC(=O)c3ccncc3)ccc2O1 | -7.5
Cc1ccc(NC(=O)CC2Oc3ccccc3NC2=O)cc1 (stereo unspecified) | -14.6
C[C@H]1CN([C@@H](C)CO)C(=O)Cc2cc(NC(=O)Nc3ccc(C(F)(F)F)cc3)ccc2O[C@@H]1CN(C)Cc1ccc(C(=O)O)cc1 | 0.6
C[C@@H]1CN([C@H](C)CO)C(=O)Cc2cc(NC(=O)Nc3ccccc3)ccc2O[C@@H]1CN(C)Cc1ccc(Oc2ccccc2)cc1 | 36.3
CC1CCCC(C)N1C(=S)NCCCN1CCOCC1 (stereo unspecified) | 32.1

Part of the list above, as labelled records.
COc1ccc(CN(C)C[C@@H]2Oc3ccc(NC(=O)CCCCCC(=O)Nc4ccccc4N)cc3CC(=O)N([C@H](C)CO)C[C@H]2C)cc1
  U2OS ROS induce = -0.3
C[C@@H]1CCCCO[C@H](CN(C)S(C)(=O)=O)[C@@H](C)CN([C@H](C)CO)C(=O)c2cc(NC(=O)Cc3ccccc3)ccc2O1
  U2OS ROS induce = 5.2

(further entries)
SMILES | U2OS ROS induce
COc1ccc(NC(=O)CCN2C(=O)c3ccccc3C2=O)cc1Cl | -16.6
O=C(COC(=O)c1cc2ccccc2cc1O)c1ccc(OCc2ccccc2)cc1 | 6.4
O=C1CC(c2ccc(Cl)cc2)n2ncnc2N1 (stereo unspecified) | 6.5
C=CCn1c(SCc2nnc(SCC(=O)c3ccc(Cl)cc3)o2)nnc1-c1ccccc1 | -1.3
COc1ccccc1NC(=O)N1C(C(=O)NCc2ccc(F)cc2)CSC1c1ccccc1C (stereo unspecified) | -4.5
C[C@H](CO)N1C[C@H](C)[C@H](CN(C)S(=O)(=O)c2cccs2)Oc2ncc(-c3ccccc3)cc2C1=O | 54.0
C[C@@H]1CN([C@@H](C)CO)C(=O)CCCn2cc(nn2)CO[C@H]1CN(C)Cc1ccncc1 | -19.8
Cc1ccc(C)c(NC(=O)Cn2cc([N+](=O)[O-])cn2)c1 | -1.1
Cc1cc(C(=O)Nc2cccc3c2O[C@@H](CN(C)C(=O)Nc2ccc(C(F)(F)F)cc2)[C@@H](C)CN([C@@H](C)CO)C3=O)n(C)n1 | 3.8
C[C@@H]1CN([C@H](C)CO)C(=O)Cc2cc(NC(=O)Cc3ccccc3)ccc2O[C@@H]1CN(C)C(=O)Nc1ccc(C(F)(F)F)cc1 | 8.4
Cc1noc(C)c1NC(=O)Nc1cccc2c1O[C@H](CN(C)S(=O)(=O)c1cccs1)[C@H](C)CN([C@@H](C)CO)C2=O | -4.8
CN(CC(=O)Nc1ccc(Cl)cc1C(F)(F)F)S(=O)(=O)c1ccc(Cl)cc1 | -2.2
C[C@@H]1CN([C@@H](C)CO)C(=O)c2cccc(NC(=O)c3nc4ccccc4s3)c2O[C@@H]1CN(C)C(=O)NC1CCCCC1 | 53.5
NC(=O)CCNCc1ccccc1 | -4.9
COc1c(-c2coc3cc4c(cc3c2=O)CC(O)C(C)(C)O4)ccc2c1C=CC(C)(C)O2 (stereo unspecified) | 21.8
Cc1ccccc1NC(=O)CSCCO | -38.4
O=C(NCc1ccco1)c1cc(F)cc2c1OCOC2 | -5.3
C[C@@H]1CCCCO[C@@H](CN(C)Cc2ccc(C(=O)Nc3ccccc3N)cc2)[C@@H](C)CN([C@H](C)CO)C(=O)c2cc(NC(=O)Nc3ccc4c(c3)OCO4)ccc2O1 | 33.6
C[C@H](CO)N1C[C@H](C)[C@@H](CN(C)C(=O)Nc2ccc3c(c2)OCO3)Oc2ccc(NC(=O)C3CCCCC3)cc2C1=O | -8.6
C=CC(C)(O)CC/C=C(\C)C(=O)OC1C2OC2(C)C2C(OC3OC(COC4OC(CO)C(O)C(O)C4O)C(O)C(O)C3O)OC=CC12O (stereo unspecified) | -1.5
C/C=C(C)\C=N\NC(=O)CCCCCCC(=O)Nc1ccccc1O | 0.4
O=C(O)CCCC(=O)Nc1ccc(N2CCOCC2)c(C(=O)O)c1 | -1.4
C[C@@H]1CN([C@H](C)CO)C(=O)Cc2cc(NC(=O)c3ccncc3)ccc2O[C@@H]1CN(C)S(=O)(=O)c1cccs1 | -8.4
O=C(C1CCCN(Cc2ccco2)C1)N1CCCCCC1 (stereo unspecified) | -14.0
C[C@@H]1CN([C@@H](C)CO)C(=O)c2cc(NS(=O)(=O)c3ccc(F)cc3)ccc2O[C@@H]1CN(C)Cc1ccc(C(=O)Nc2ccccc2N)cc1 | 48.7

Going on with the list.
SMILES | U2OS ROS induce
COc1cc(OC)cc(-c2nnc(SCC(=O)Nc3sc4c(c3C#N)CCC(C(C)(C)C)C4)o2)c1 (stereo unspecified) | 28.5
C[C@H]1CN([C@@H](C)CO)C(=O)Cc2cc(NC(=O)Cc3cn(C)c4ccccc34)ccc2O[C@@H]1CN(C)Cc1ccc(C(=O)O)cc1 | -9.0
Cc1ccc(S(=O)(=O)Nc2cccc3c2O[C@@H](CN(C)Cc2ccc(C(=O)Nc4ccccc4N)cc2)[C@H](C)CN([C@@H](C)CO)C3=O)cc1 | 10.0
O=C(NO)c1cccc(C(=O)N/N=C/c2cccc(Br)c2)c1 | -8.5
Cc1ccc2c(c1)c1c3n2CCN(C=O)C3CCC1 (stereo unspecified) | -1.9
Cc1noc(C)c1NC(=O)N(C)C[C@H]1Oc2ccc(NC(=O)CCC(F)(F)F)cc2CC(=O)N([C@H](C)CO)C[C@H]1C | 6.6
CCN(CC)c1ncn(Cc2c(Cl)cccc2Cl)c2ncnc1-2 | 13.7
CCc1ccc(NC(=O)CCNS(=O)(=O)c2cccc3nsnc23)cc1 | -28.4
C[C@H]1CN([C@@H](C)CO)C(=O)c2cccc(NC(=O)c3ccc(-c4nccs4)cc3)c2O[C@@H]1CN(C)Cc1ccc(C(=O)Nc2ccccc2N)cc1 | 159.3*
Cc1noc(C)c1NC(=O)Nc1cccc2c1O[C@H](CN(C)C(=O)Nc1ccc3c(c1)OCO3)[C@@H](C)CN([C@H](C)CO)C2=O | -7.5
C[C@@H]1CN([C@H](C)CO)C(=O)c2cc(NC(=O)Nc3ccc4c(c3)OCO4)ccc2O[C@H]1CN(C)S(=O)(=O)c1cn(C)cn1 | -1.9
Cc1cccc(CN(C)C[C@H]2OCc3cnnn3CCCC(=O)N([C@H](C)CO)C[C@@H]2C)c1 | 9.2
C[C@H]1CN([C@@H](C)CO)C(=O)c2cccc(NC(=O)Nc3ccccc3)c2O[C@@H]1CN(C)Cc1ccc(Oc2ccccc2)cc1 | 25.6
CCOC(=O)c1c(C)oc2ccc(OCc3cccc([N+](=O)[O-])c3)cc12 | 3.3
Cc1ccc(C(=O)N(Cc2nc(-c3ccc(Cl)cc3)no2)C(C)C)cc1[N+](=O)[O-] | -3.6

Copied from the results shown (four entries):
SMILES | U2OS ROS induce
COC(=O)[C@@H]1OC(=O)C2OC23[C@@]1(C)CCC1[C@]2(C)C(C[C@@H](O)[C@]13C)C(C)(C)[C@H](OC(C)=O)C[C@@H]2OC(C)=O (stereo partly specified) | 7.6
C[C@@H]1CN([C@@H](C)CO)C(=O)Cc2cc(NC(=O)C3CC3)ccc2O[C@@H]1CN(C)Cc1ccc(C(=O)Nc2ccccc2N)cc1 | -5.5
C=CCNC(=O)c1ccc2c(c1)C1C3CCC(C3)C1C(c1ccccc1)N2 (stereo unspecified) | 14.7
Cc1noc(C)c1NC(=O)Nc1ccc2c(c1)C(=O)N([C@H](C)CO)C[C@H](C)[C@H](CN(C)CC1CCCCC1)OCCCC[C@@H](C)O2 | 14.7

A portion of the library (hit frequency here may not be typical).
